Cy5 interf NS3h: enhances or quenches Cy5 fluorescence in NS3h assay; Cy5-dT15 DNA with NS3h, fluorescence interference; actives lie on both sides; signal over control mean, under 1 quenches; fluorescence interference ratio at 100 µM; 6% of 16,000 active; AID 720488;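 active = compound fluorescence over control fluorescence at most 0.8, a quencher, or at least a set upper limit, an enhancer; inactive = ratio between 0.8 and the set upper limit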
HCV NS3h FP: hepatitis C NS3 helicase inhibition, primary screen; inhibition, % at 100 µM; 1.6% of 16,000 active; NS3h Cy5-dT15 DNA binding, fluorescence polarization;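 active = inhibition above the average over every tested compound plus 3 SD, cut at about 40% in these data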
* hit, by the source's call.

For CC1CCN(C(=O)C(C(C)C)N2C(=O)c3ccccc3C2=O)CC1 (stereo not given) the results were Cy5 interf NS3h 1.1 and HCV NS3h FP 3.
C=CCN1C(=O)/C(=C\c2ccc(-c3cc(Cl)cc(Cl)c3)o2)SC1=S was read as Cy5 interf NS3h 1.2 and HCV NS3h FP -3.
For COc1ccc(NC(=O)/C(C#N)=C/c2ccc(-c3cc([N+](=O)[O-])ccc3C)o2)cc1 the results were Cy5 interf NS3h 0.91 and HCV NS3h FP -4.
O=[N+]([O-])c1cccc(S(=O)(=O)NC2C3CC4CC(C3)CC2C4)c1 (stereo not given) was read as Cy5 interf NS3h 1.1 and HCV NS3h FP 15.
Cc1ccc(C(=O)N/C(=C\c2cccs2)C(=O)NCc2ccncc2)cc1 was read as Cy5 interf NS3h 0.92 and HCV NS3h FP 6.
CC(=O)c1cccc(N2C(=O)C3C(C2=O)C2(C)c4ccccc4C3(C)c3ccccc32)c1 (stereo not given) was read as Cy5 interf NS3h 1.1 and HCV NS3h FP 9.
CCOC(=O)c1ccccc1NC(=O)c1cc(OC)cc(OC)c1 was read as Cy5 interf NS3h 1.2 and HCV NS3h FP 5.
`Cc1nccn1S(=O)(=O)c1ccc(Br)cc1` gave Cy5 interf NS3h 1.1 and HCV NS3h FP 4.
`Nc1ccc(C(=O)Nc2cccc(O)c2)cc1` gave Cy5 interf NS3h 1.1 and HCV NS3h FP 1.
`Cc1ccc(C(=O)N/C(=C\c2cccc(Oc3ccccc3)c2)C(=O)NCCN2CCOCC2)cc1` gave Cy5 interf NS3h 0.95 and HCV NS3h FP 15.
Screening Cc1ccoc1C(=O)NCc1ccccc1 returned Cy5 interf NS3h 1 and HCV NS3h FP 0.
Cc1ccc(-c2nc3ccc(C)cn3c2NC(=O)c2ccc(Cl)cc2)cc1 was read as Cy5 interf NS3h 0.96 and HCV NS3h FP 15.
`O=C(Cc1ccccc1)N1N=C(c2ccccc2)CC1(O)C(F)(F)F` (stereo not given) gave Cy5 interf NS3h 0.93 and HCV NS3h FP 1.
CCOC(=O)c1ccc(NC(=O)c2ccc(C(=O)Nc3ccc(C(=O)OCC)cc3)cc2)cc1 was read as Cy5 interf NS3h 1.1 and HCV NS3h FP 4.
Screening COC(=O)c1ccccc1NC(=O)c1c(Cl)cccc1Cl returned Cy5 interf NS3h 1 and HCV NS3h FP 12.
For CCOC(=O)C1(C(=O)OCC)C(c2ccccc2)CC(O)N1C(C)=O (stereo not given) the results were Cy5 interf NS3h 1.2 and HCV NS3h FP 2.
For Cc1ccc(S(=O)(=O)N(C)c2ccc(Br)cc2C(=O)c2ccccc2)cc1 the results were Cy5 interf NS3h 1 and HCV NS3h FP 12.
For CCOc1ccc(/C=C2/SC(=S)N(CC(=O)O)C2=O)c(OCC)c1 the results were Cy5 interf NS3h 0.98 and HCV NS3h FP 16.
For Cc1cccc(C(=O)Oc2ccc(/C=C3/N=C(c4ccccc4)OC3=O)cc2)c1 the results were Cy5 interf NS3h 1.1 and HCV NS3h FP 4.
CC(Oc1ccccc1)C(=O)Nc1ccncc1 (stereo not given) was read as Cy5 interf NS3h 1 and HCV NS3h FP -1.
For Cc1ccc(Cl)cc1N1C(=O)C2C(c3ccc(Cl)cc3)OC3(C(=O)c4ccccc4C3=O)C2C1=O (stereo not given) the results were Cy5 interf NS3h 0.98 and HCV NS3h FP 10.
Screening Cc1cccc(-c2noc(-c3ccc(Cl)cc3Cl)n2)c1 returned Cy5 interf NS3h 1.1 and HCV NS3h FP 16.
`O=C1NC(=S)S/C1=C\c1cn(Cc2ccccc2F)c2ccccc12` gave Cy5 interf NS3h 0.9 and HCV NS3h FP -20.
COCCOC(=O)c1c(C)oc2ccc(OS(C)(=O)=O)cc12 was read as Cy5 interf NS3h 0.94 and HCV NS3h FP 8.

The final five compounds of the section above lead into the next.
CC(Oc1ccccc1)C(=O)Nc1ccncc1 (stereo not given) was read as Cy5 interf NS3h 1 and HCV NS3h FP -1.
For Cc1ccc(Cl)cc1N1C(=O)C2C(c3ccc(Cl)cc3)OC3(C(=O)c4ccccc4C3=O)C2C1=O (stereo not given) the results were Cy5 interf NS3h 0.98 and HCV NS3h FP 10.
Screening Cc1cccc(-c2noc(-c3ccc(Cl)cc3Cl)n2)c1 returned Cy5 interf NS3h 1.1 and HCV NS3h FP 16.
`O=C1NC(=S)S/C1=C\c1cn(Cc2ccccc2F)c2ccccc12` gave Cy5 interf NS3h 0.9 and HCV NS3h FP -20.
COCCOC(=O)c1c(C)oc2ccc(OS(C)(=O)=O)cc12 was read as Cy5 interf NS3h 0.94 and HCV NS3h FP 8.
Screening O=C1NC(c2ccccc2OCc2ccccc2)Nc2ccccc21 (stereo not given) returned Cy5 interf NS3h 0.97 and HCV NS3h FP 24.
Screening CC(O)c1ccc(NC(=O)c2cnn3c2NC(c2cccs2)CC3C(F)(F)F)cc1 (stereo not given) returned Cy5 interf NS3h 1 and HCV NS3h FP 5.
Screening O=C(O)C1Nc2c(Cl)cc(Cl)cc2C2C=CCC12 (stereo not given) returned Cy5 interf NS3h 0.87 and HCV NS3h FP 97*.
Screening COc1cc(NC(=O)/C=C/c2ccc(OC)c(Br)c2)c(OC)cc1Cl returned Cy5 interf NS3h 1.1 and HCV NS3h FP -17.
For COc1ccc(CN2CCN(Cc3ccccc3F)CC2)c(OC)c1OC the results were Cy5 interf NS3h 1 and HCV NS3h FP -11.
`Cc1cc(/C=C(/C#N)C(=O)Nc2ccc(F)cc2)c(C)n1-c1ccc(Cl)cc1` gave Cy5 interf NS3h 1 and HCV NS3h FP -3.
For Clc1ccc(-c2noc(-c3ccc(I)cc3)n2)cc1 the results were Cy5 interf NS3h 1 and HCV NS3h FP -1.
`O=C(NC(=S)Nc1ccc(Cl)cc1Cl)c1cccs1` gave Cy5 interf NS3h 1.1 and HCV NS3h FP 1.
For Cc1cc2sc3ccccc3c(=O)c2cc1O the results were Cy5 interf NS3h 1 and HCV NS3h FP 6.
Cc1ccc(C(=O)Nc2c(C(=O)Nc3ccccc3)cnn2-c2ccccc2)cc1 was read as Cy5 interf NS3h 0.93 and HCV NS3h FP 12.
`O=C(Nc1ccccc1)c1cccc(C(=O)Nc2ccccc2)c1` gave Cy5 interf NS3h 1 and HCV NS3h FP 3.
`CC(C)(C)c1cc(C(F)(F)F)nc(NC(=O)NS(=O)(=O)c2ccccc2Cl)n1` gave Cy5 interf NS3h 0.94 and HCV NS3h FP 6.
Cc1ccc(NC(=O)CN(c2cccc([N+](=O)[O-])c2)S(=O)(=O)c2ccccc2)cc1Cl was read as Cy5 interf NS3h 1 and HCV NS3h FP 0.
Screening O=C(COc1ccc2ccccc2c1)N1CCN(S(=O)(=O)c2ccc(Cl)cc2)CC1 returned Cy5 interf NS3h 1 and HCV NS3h FP -2.
COc1ccc(C(CC(=O)c2ccccc2)S(=O)(=O)c2ccc(C)cc2)cc1 (stereo not given) was read as Cy5 interf NS3h 0.64* and HCV NS3h FP 14.
O=c1c2c(n3cnnc3n1C1CCCCC1)-c1ccccc1CC21CCCCC1 was read as Cy5 interf NS3h 1 and HCV NS3h FP -4.
CCOC(=O)c1[nH]c(C)c(C(C)=O)c1C was read as Cy5 interf NS3h 0.97 and HCV NS3h FP -8.
Oc1ccccc1-c1nc(-c2ccccc2)c(-c2cccs2)[nH]1 was read as Cy5 interf NS3h 0.95 and HCV NS3h FP 12.
For CCC(c1ccccc1)c1nnc(N)s1 (stereo not given) the results were Cy5 interf NS3h 1 and HCV NS3h FP 2.
`O=C1NC(=Nc2ccc(Br)cc2)S/C1=C\c1ccc([N+](=O)[O-])cc1` gave Cy5 interf NS3h 0.85 and HCV NS3h FP 9.
CC1C(c2ccccc2)NC(c2ccccc2)C(C)C1(O)c1ccccc1 (stereo not given) was read as Cy5 interf NS3h 0.68* and HCV NS3h FP 4.
Screening CCOC(=O)C1=C(C)NC2=C(C(=O)c3ccccc32)C1c1ccc(OC)c(OC)c1 (stereo not given) returned Cy5 interf NS3h 0.98 and HCV NS3h FP 1.
For CCCCn1c(CCCO)nc2ccccc21 the results were Cy5 interf NS3h 1 and HCV NS3h FP 1.
Screening Cc1ccc(C(O)=C2C(=O)C(=O)N(c3ccc(O)cc3)C2c2ccc(F)cc2)cc1 (stereo not given) returned Cy5 interf NS3h 1 and HCV NS3h FP -12.
COc1ccc(OC)c(NC(=O)c2ccc(C)c(C)c2)c1 was read as Cy5 interf NS3h 1 and HCV NS3h FP -10.
O=C(CN1C(=O)/C(=C/c2ccccc2)SC1=S)Nc1cc([N+](=O)[O-])ccc1O was read as Cy5 interf NS3h 1 and HCV NS3h FP 16.
`CC(=O)N1c2ccccc2CC(N2CCCCC2)c2ccccc21` (stereo not given) gave Cy5 interf NS3h 0.76* and HCV NS3h FP 9.
Screening COCCNC(=O)c1ccc(I)cc1 returned Cy5 interf NS3h 0.94 and HCV NS3h FP 8.
Screening O=C(Nc1ccc(-c2nc3ccccc3s2)c(O)c1)c1ccc(-c2cccc([N+](=O)[O-])c2)o1 returned Cy5 interf NS3h 0.56* and HCV NS3h FP -61.
Screening C=CCN1C(=O)/C(=C/c2cccc([N+](=O)[O-])c2)C(=O)NC1=S returned Cy5 interf NS3h 0.9 and HCV NS3h FP 9.
`COc1ccc(C2C(C(=O)OC(C)C)=C(C)N=c3s/c(=C\c4cccs4)c(=O)n32)cc1` (stereo not given) gave Cy5 interf NS3h 0.99 and HCV NS3h FP 5.
COc1ccc2c(Cl)c(C(=O)N3CCN(c4ccccc4)CC3)sc2c1 was read as Cy5 interf NS3h 0.84 and HCV NS3h FP 13.
Screening O=C(/C=C/c1ccccc1)C1=C(O)C(=O)N(c2ccccn2)C1c1ccccc1F (stereo not given) returned Cy5 interf NS3h 0.96 and HCV NS3h FP 0.
N#Cc1ccccc1N=C1CCCN1Cc1ccccc1 was read as Cy5 interf NS3h 0.89 and HCV NS3h FP 12.
For COc1cc(C(=O)N2CCN(C(=O)c3cccs3)CC2)cc(OC)c1OC the results were Cy5 interf NS3h 1.1 and HCV NS3h FP -4.
For O=C(Nc1cccc(Oc2ccc3c(c2)C(=O)N(c2ccccc2)C3=O)c1)c1cccc([N+](=O)[O-])c1 the results were Cy5 interf NS3h 1 and HCV NS3h FP 7.
O=C(/C=C/c1cc2c(cc1Br)OCO2)c1ccc(Cl)cc1 was read as Cy5 interf NS3h 1.1 and HCV NS3h FP -1.
For COc1ccc(/C=C/C(=O)N2CCOCC2)cc1OC the results were Cy5 interf NS3h 0.63* and HCV NS3h FP 12.
Cc1ccc(OCc2nnc(NC(=O)Nc3ccccc3)s2)cc1 was read as Cy5 interf NS3h 0.95 and HCV NS3h FP -1.
For CC12C(=O)C(C(c3ccccc3)NC1c1ccccc1)C(c1ccccc1)NC2c1ccccc1 (stereo not given) the results were Cy5 interf NS3h 1.1 and HCV NS3h FP -1.
Screening COc1ccc(NC(=O)c2ccc([N+](=O)[O-])cc2)cc1Cl returned Cy5 interf NS3h 1 and HCV NS3h FP 22.
`Cc1ccc(NS(=O)(=O)c2ccc3c(c2)OCCO3)cc1` gave Cy5 interf NS3h 0.93 and HCV NS3h FP 9.
`O=C1NC(=O)N(c2ccccc2F)C(=O)/C1=C/c1ccc(OCc2cccc(C(=O)O)c2)cc1` gave Cy5 interf NS3h 1.1 and HCV NS3h FP 33.
For O=C(CSc1nnnn1-c1ccccc1)Nc1ccccc1[N+](=O)[O-] the results were Cy5 interf NS3h 0.91 and HCV NS3h FP 1.
`COC(=O)C(NC(=O)C(C)(C)C)C12CC3CC(CC(C3)C1)C2` (stereo not given) gave Cy5 interf NS3h 0.94 and HCV NS3h FP -5.
For O=C(Cc1ccc(Br)cc1)Nc1ccccc1 the results were Cy5 interf NS3h 1 and HCV NS3h FP 4.
For COc1ccc(N(CC(N)=O)S(=O)(=O)c2ccccc2)cc1Cl the results were Cy5 interf NS3h 1.1 and HCV NS3h FP 10.
Screening O=C1C(c2ccccc2)C(c2cccs2)NC(c2cccs2)C1c1ccccc1 (stereo not given) returned Cy5 interf NS3h 0.92 and HCV NS3h FP -3.

Fetched by compound from the entries so far, 4 records:
For COc1ccc(NC(=O)/C(C#N)=C/c2ccc(-c3cc([N+](=O)[O-])ccc3C)o2)cc1 the results were Cy5 interf NS3h 0.91 and HCV NS3h FP -4.
`Cc1nccn1S(=O)(=O)c1ccc(Br)cc1` gave Cy5 interf NS3h 1.1 and HCV NS3h FP 4.
`O=C1NC(=Nc2ccc(Br)cc2)S/C1=C\c1ccc([N+](=O)[O-])cc1` gave Cy5 interf NS3h 0.85 and HCV NS3h FP 9.
For COc1ccc(N(CC(N)=O)S(=O)(=O)c2ccccc2)cc1Cl the results were Cy5 interf NS3h 1.1 and HCV NS3h FP 10.

Next part:
Screening Cc1ccc(/C=C/C(=O)Nc2cccc([N+](=O)[O-])c2)o1 returned Cy5 interf NS3h 0.9 and HCV NS3h FP 6.
Screening CCCOc1ccc(C(=O)Nc2ccc(N(CC)CC)cc2)cc1 returned Cy5 interf NS3h 1.3* and HCV NS3h FP 12.
Screening COc1ccc2oc(=O)c(C(=O)Nc3ccc(C)cc3C)cc2c1 returned Cy5 interf NS3h 1 and HCV NS3h FP -1.
`O=C1CC(c2ccccc2)Sc2nc3ccccc3n21` (stereo not given) gave Cy5 interf NS3h 0.92 and HCV NS3h FP 19.
COc1cc([N+](=O)[O-])ccc1-c1ccc(/C=C2\SC(=S)NC2=O)o1 was read as Cy5 interf NS3h 0.97 and HCV NS3h FP 16.
COc1ccc(/C(N)=N\OC(=O)c2cccc(C)c2)cc1 was read as Cy5 interf NS3h 0.99 and HCV NS3h FP 15.
`COc1ccc(/C=C(\NC(=O)c2ccc(Cl)cc2)C(=O)NCC2CCCO2)cc1OC` (stereo not given) gave Cy5 interf NS3h 0.99 and HCV NS3h FP 7.
`C=CCOc1ccc(/C=c2/sc3n(c2=O)C(c2ccc(OC)c(OC)c2)C(C(=O)OC)=C(C)N=3)cc1` (stereo not given) gave Cy5 interf NS3h 0.87 and HCV NS3h FP 17.
Screening Cc1ccc(CNC(=O)C(=O)N2CCCC2)cc1 returned Cy5 interf NS3h 1.3* and HCV NS3h FP 4.
For Cc1nn(C(=O)C(C)N2C(=O)c3ccccc3C2=O)c(C)c1Br (stereo not given) the results were Cy5 interf NS3h 1 and HCV NS3h FP 10.

Bioassay records deposited in PubChem BioAssay by Milwaukee Institute for Drug Discovery.
